Screens as filed in PubChem.
BCLXL inh = inhibitors of human Bcl-xL, primary screen, biochemical, fluorescence polarization, HTS | GST-Bcl-xL / FITC-Bim BH3 peptide fluorescence polarization | AID 2129, 2009 | inhibition, % at 10.9 µM | hit rate 0.7% among 320,000;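 active = inhibition above the mean of all tested compounds plus 3 SD, cutoff set per campaign, cut at about 30% in these data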;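 also: 0% = DMSO wells and 100% = unlabeled Bim-BH3 peptide competitor; inhibitors lower millipolarization by displacing the labeled peptide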
GLD-1 TGE inh = GLD-1/TGE RNA complex disruptors, primary screen, biochemical, fluorescence polarization. Female germline-specific tumor suppressor gld-1 (Caenorhabditis elegans), Q17339. purified GLD-1 + fluorescein TGE RNA. inhibition, % at 5.96 µM. hit rate 0.44% among 320,000. AID 2280, 2010;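 active = percent inhibition above a per-plate cutoff, the plate mean of test compounds plus 3 SD, cut at about 30% in these data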;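 also: 0% = DMSO wells with GLD-1 and probe and 100% = wells lacking GLD-1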
Target sequence (Q17339 whole entry, looked up): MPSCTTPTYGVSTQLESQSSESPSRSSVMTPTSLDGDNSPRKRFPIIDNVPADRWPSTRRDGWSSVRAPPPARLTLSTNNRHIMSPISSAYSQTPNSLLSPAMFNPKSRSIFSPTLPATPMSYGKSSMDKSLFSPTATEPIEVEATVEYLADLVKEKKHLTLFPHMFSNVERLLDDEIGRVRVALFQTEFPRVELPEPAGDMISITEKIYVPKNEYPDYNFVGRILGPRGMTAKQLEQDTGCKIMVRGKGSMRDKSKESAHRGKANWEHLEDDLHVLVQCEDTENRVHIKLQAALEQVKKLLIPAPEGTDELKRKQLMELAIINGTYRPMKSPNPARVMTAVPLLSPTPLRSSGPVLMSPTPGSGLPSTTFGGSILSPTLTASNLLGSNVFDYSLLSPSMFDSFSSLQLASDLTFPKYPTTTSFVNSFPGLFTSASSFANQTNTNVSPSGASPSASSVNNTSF
CIT2-GFP yeast = modulators of CIT2-GFP expression in yeast, primary screen, S. cerevisiae, GFP fusion, multiplex flow cytometry, MLPCN library. GFP response vs DMSO, % at 10 µM. S. cerevisiae CIT2-GFP strain, 3 h; 100 means same as DMSO wells. hit rate 0.065% among 320,000. AID 2029, 2009;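 active = GFP response relative to DMSO above a set limit, near the screen mean plus 3 SD, cut at about 150% in these data; inconclusive = Fewer than 70 cells measured for a yeast strain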;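 also: ratio of well median GFP fluorescence to mean of DMSO wells on the plate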
GRK2 inh = compounds blocking aptamer binding on GRK2 – biochemical, human GRK2, bead flow cytometry, HTS, primary screen | Beta-adrenergic receptor kinase 1 (Homo sapiens), P25098 | AID 488847, 2010 | hit rate 0.59% among 330,000 | FAM-aptamer displacement from GRK2 | inhibition of aptamer binding, % at 10 µM;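 active = inhibition of aptamer binding above 40%, roughly 3 SD of noise, on plates passing a quality check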;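 also: median bead fluorescence of bound FAM aptamer so fluorescent compounds give negative values; no value below 0 was filed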
MCL1 BIM primary = inhibitors of MCL1 binding to BIM-BH3, primary screen, biochemical, fluorescence polarization. Induced myeloid leukemia cell differentiation protein Mcl-1 (Homo sapiens), Q07820. GST-MCL1 / FITC-Bim-BH3 fluorescence polarization. inhibition, % at 10.9 µM. hit rate 0.68% among 320,000;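 active = inhibition above the mean inhibition of all tested compounds plus 3 SD, set per campaign, cut at about 40% in these data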;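 also: 0% = DMSO wells and 100% = unlabeled Bim-BH3 peptide control; higher means more loss of mP so more displacement of Bim peptide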
VLA-4 inh = inhibition in human VLA-4 binding assay, primary screen, VLA-4 allosteric modulator project, MLPCN library, flow cytometry, VLA-4 expressing cells; Integrin alpha-4 (Homo sapiens), P13612; ligand binding flow cytometry; inhibition, % (about 7 µM as worked out from the volumes in the protocol); hit rate 0.2% among 330,000; AID 2557, 2010; in the data active = inhibition above about 50%
Fam108B inh = mouse Fam108B serine hydrolase inhibitors, primary screen, counter-screen for RBBP9 inhibitor project, biochemical, fluorescence polarization | recombinant Fam108B, FP-Rh probe fluorescence polarization | inhibition, % at 9.51 µM | hit rate 0.33% among 300,000 | AID 1947, 2009;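 active = inhibition above the screen mean inhibition plus 3 SD, computed separately per campaign, cut at about 18% in these data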;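 also: inhibitors lower polarization as less probe binds the enzyme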
MEX-5 binding = MEX-5 zinc finger RNA-binding disruptors – biochemical, C. elegans, fluorescence polarization, MLPCN library, primary screen; Zinc finger protein mex-5 (Caenorhabditis elegans), Q9XUB2; activity score (negative = inhibition of binding), % at 10 µM; MEX-5/FITC-TCR2 RNA binding; hits give low values; hit rate 0.38% among 300,000; AID 1832, 2009;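 active = inhibition past about -25% in most replicates, and total fluorescence under double the plate's negative control median, limit read from the data; inconclusive = replicates evenly split on the limit, or fluorescence at least double controls; inactive = too little inhibition in most replicates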;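 also: 0% = DMSO and -100% = 5 µM competing unlabeled TCR2 RNA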
Target sequence (Q9XUB2 whole entry, looked up): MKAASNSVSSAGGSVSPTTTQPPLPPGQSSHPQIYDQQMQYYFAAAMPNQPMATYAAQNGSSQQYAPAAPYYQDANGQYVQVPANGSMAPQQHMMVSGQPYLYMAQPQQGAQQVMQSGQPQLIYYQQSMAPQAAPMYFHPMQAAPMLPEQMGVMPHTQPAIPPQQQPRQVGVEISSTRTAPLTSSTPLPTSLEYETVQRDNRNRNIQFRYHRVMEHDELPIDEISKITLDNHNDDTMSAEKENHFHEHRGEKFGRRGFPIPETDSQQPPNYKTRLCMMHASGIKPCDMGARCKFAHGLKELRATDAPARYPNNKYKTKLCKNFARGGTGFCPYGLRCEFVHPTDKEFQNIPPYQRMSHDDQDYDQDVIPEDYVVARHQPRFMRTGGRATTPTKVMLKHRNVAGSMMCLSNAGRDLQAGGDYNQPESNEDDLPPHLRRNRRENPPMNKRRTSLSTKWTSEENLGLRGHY
AGP1-GFP MLPCN = modulators of AGP1-GFP expression in yeast TOR pathway, primary screen, cell-based, multiplex flow cytometry, S. cerevisiae, MLPCN library; GFP response vs DMSO, % at 10 µM; 3 h; GFP as percent of DMSO wells; AID 2066, 2009; hit rate 0.02% among 320,000;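 active = GFP response relative to DMSO above a set limit, near screen average plus 3 SD, cut at about 150% in these data; inconclusive = fewer than 70 cells counted for the yeast strain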;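 also: median GFP channel fluorescence of the gated AGP1 strain per well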
The depositor's hits bear a star; ? = inconclusive; . = no result given; [ ] = remark or other dose.

SMILES	BCLXL inh	GLD-1 TGE inh	CIT2-GFP yeast	GRK2 inh	MCL1 BIM primary	VLA-4 inh	Fam108B inh	MEX-5 binding	AGP1-GFP MLPCN
COc1ccccc1CNC(=O)Cn1cc2c(n1)CCCC2	2	-7	104	0	-2	-21	-3	-4.4	102
OC(Cn1nnc2ccccc21)Cn1c(C(F)(F)F)nc2ccccc21 (stereo unspecified)	5	0	99	1	4	16	-1	1.9	100
Cc1c(C)c(C)c(S(=O)(=O)N2CCNCC2)c(C)c1C	4	4	96	0	0	-12	-2	-0.3	97
COC(=O)CC1C(=O)NCCN1Cc1cn(-c2ccc(C)cc2)nc1-c1cccc(C)c1 (stereo unspecified)	13	11	109	2	7	22	-3	-0.3	106
COC(=O)C1(O)CC(C(C)C)=NN1C(=O)c1ccc(Cl)cc1 (stereo unspecified)	2	-2	101	0	-1	1	0	0.5	99
CCc1nc(SCC(=O)NC2CC2)c2c(C)c(C)sc2n1	4	-1	109	1	2	4	-3	0.1	104
Cc1nc(Cl)cc(CS(=O)(=O)c2ccc(Cl)cc2)n1	7	-7	90	2	3	5	-2	1.5	105
O=c1cc(CNC2CCCCC2)c2ccccc2[nH]1	7	-5	102	1	6	4	-1	.	102
COc1cc(OC)cc(C(=O)NC(C(=O)NNC(=O)c2ccc(C)cc2)C(C)C)c1 (stereo unspecified)	-3	3	98	0	-4	-6	.	.	94
O=C(c1cccc(F)c1)N1CCN(Cc2ccco2)CC1	-3	9	90	3	3	21	-2	-2.7	97
Cc1cc(NC(=O)CSCCc2ccncc2)no1	4	2	96	0	1	26	0	-1.3	98
CCOC(=O)Cc1csc(NC(=O)C(C)(C)CC)n1	1	6	101	0	-2	0	0	-2.4	100
COC(=O)C1=C(C)NC(C)=C(C(=O)OC)C1C(=O)OCc1nc2cc(C(=O)OC)ccc2c(=O)[nH]1	5	-5	98	0	2	-5	-2	-1.8	111
COCCOC(=O)C1=C(C)N=C2SCCC(=O)N2C1c1ccc(OC(=O)c2ccco2)cc1 (stereo unspecified)	5	3	85	0	4	-12	2	4.2	96
O=C(NC1CC2CCCC(C1)N2C(=O)Nc1ccccc1)C1CC1 (stereo unspecified)	-3	4	112	0	-1	8	-1	-0.4	108
Cc1cc(C)n2nc(C(=O)OCC(=O)c3cc(C)n(C)c3C)nc2n1	10	0	110	41*	11	-31	0	-2.1	103
C=C(C)CN1C(=O)C2(OCCO2)c2cc(Br)ccc21	7	2	106	0	-1	7	-3	1.6	108
COC(=O)c1sccc1NC(=S)N1CCCC(C)C1 (stereo unspecified)	3	4	90	1	0	-2	4	0.9	97
COc1cc(NC(=O)Nc2cccc(Cl)c2)c(OC)cc1NC(=O)CN1CCCCC1	8	9	95	2	5	0	5	2.7	108
N#Cc1ccc(OC(=O)Cc2ccsc2)cc1	-1	4	100	1	-11	17	-2	2.4	98
CCOc1ccc(C2c3[nH]c4ccccc4c3CCN2C(=O)Cn2cncn2)cc1 (stereo unspecified)	2	6	102	2	-5	8	0	2.4	98
O=C(/C=C/c1ccccc1)OCN1C(=O)c2ccccc2C1=O	4	-1	102	2	3	5	-1	-0.1	98
COc1cc2c(cc1OC)CN(C(=O)c1cc(S(=O)(=O)N3CCOCC3)ccc1C)CC2	-4	1	100	0	-9	10	-1	1.5	99
O=C(NCc1ccco1)C(=O)NCC1OCCN1S(=O)(=O)c1ccc(F)cc1 (stereo unspecified)	3	-7	95	0	9	19	2	-0.1	99
CCCN(CCC)CCCNC(=O)CC(C(=O)N1CCc2ccccc21)n1ccnc1 (stereo unspecified)	-3	7	105	0	-1	4	4	-3.7	110
Nn1c(COc2ccc(Cl)cc2)nc2ccccc2c1=O	-5	-6	99	0	0	0	4	-0.5	87
Cc1ccc(S(=O)(=O)N2CN(CC3CCCO3)c3nc4ccccc4nc32)cc1 (stereo unspecified)	27	16	103	4	24	-6	-1	-6.5	103
O=C(NCc1ccccn1)c1cccc(NS(=O)(=O)c2ccc(Br)cc2)c1	4	11	104	2	6	-29	.	.	98
COc1ccc(NC(=S)N2CCC(NC(=O)c3cccc(F)c3)CC2)cc1	9	-5	106	1	13	11	-2	0.8	107
COc1ccccc1CNC(=O)CCCC(=O)n1ncc2cc(C)ccc21	4	4	100	2	2	-7	-1	2.3	108
O=c1c2ccccc2cnn1-c1ccc(Cl)cc1	-6	-10	98	0	-8	10	1	3.3	107
Cc1cccc(C(=O)/C=C2/c3ccccc3CC(C)(C)N2C)c1	-2	-1	93	1	-3	.	0	-1.1	90
Cc1cc2c(NC(=O)Nc3ccc(F)cc3)cccc2nn1	9	-1	107	4	4	4	-4	0.6	115
CN(C)C(=O)c1sccc1Oc1ccc(F)cc1[N+](=O)[O-]	2	-2	110	0	8	5	2	-1.1	104
COc1ccc(C2CC(=O)c3cnc(NC(=O)c4ccccc4)nc3C2)c(OC)c1 (stereo unspecified)	-3	0	103	1	-2	-3	1	1.2	95
O=C(Nc1ccc(Cl)cc1Cl)c1ccc2c(c1)OCCO2	5	0	86	1	-2	15	.	.	92
COc1ccc2nc(N3C(=O)CC(Cc4ccc(Cl)cc4)C3=O)sc2c1 (stereo unspecified)	6	8	.	1	1	4	-4	1.5	94
Nc1c(C(=O)Nc2cccc(F)c2)nnn1-c1cccc(C(F)(F)F)c1	10	-9	111	0	3	4	5	3.6	107
COc1cc(C(=O)O)c2ccccc2n1	1	-4	95	3	-2	9	0	0.8	99
Cc1ccc(N2C(=NC(=O)c3ccccc3)SC3CS(=O)(=O)CC32)cc1 (stereo unspecified)	5	1	96	0	9	2	-2	0.6	90
Cc1occc1C(=O)Nc1sc2c(c1C(N)=O)CCCCC2	8	10	78	3	14	3	-1	-4.0	91
Cc1ccc(S(=O)(=O)/N=C(/Sc2ccccc2C(=O)O)c2ccccc2)cc1	5	1	91	2	5	21	3	-2.8	94
COc1ccccc1OCC(=O)NCC(c1cccs1)N1CCOCC1 (stereo unspecified)	5	-2	106	1	4	7	0	3.6	99
CCn1ncc(Cl)c1C(=O)Nc1ccc2c(c1)CCC2	4	1	92	0	6	7	0	-1.9	98
CCCCNC(=NCc1cccc(C(F)(F)F)c1)Nc1ccccc1	3	-2	107	0	2	8	1	1.6	103
CN(C(=O)c1ccccc1C(=O)OCC(=O)c1ccc(Br)cc1)c1ccccc1	-5	8	89	4	1	9	-1	1.5	109
CCN(CCn1cccn1)C(=O)C1CCC(=O)N(CCc2cccc(F)c2)C1 (stereo unspecified)	3	1	99	0	4	-4	2	4.1	99
CCCCCn1nc(C(=O)OCC(=O)c2c(N)n(C)c(=O)n(C)c2=O)c2ccccc2c1=O	-3	3	100	0	-4	4	-4	-0.3	98
Cc1ccc(CNC(=O)Cn2c(=O)oc3ccccc32)o1	3	-2	97	0	0	0	-4	-0.5	99
COc1cc(OC)c(C2C(C(=O)Nc3ccc(C)cc3C)=C(C)Nc3ncnn32)cc1OC (stereo unspecified)	-5	4	73	2	-2	4	-1	-0.9	92

(cont.)
SMILES	BCLXL inh	GLD-1 TGE inh	CIT2-GFP yeast	GRK2 inh	MCL1 BIM primary	VLA-4 inh	Fam108B inh	MEX-5 binding	AGP1-GFP MLPCN
CSCC[C@H](NC(=O)Nc1ccccc1C)C(=O)O	5	4	100	0	0	0	5	-0.5	102
COc1ccc(-n2c(SCC(=O)NCC3CCCO3)nc3c(c2=O)SCC3)cc1 (stereo unspecified)	4	-1	98	4	2	-8	-5	-3.1	96
COc1ccc(/C=C2\CCc3c2nc2ccccc2c3C(=O)O)cc1OC	99*	117*	?	1	86*	-2	-1	-4.9	20[may fluoresce violet]
O=c1[nH]c(NNC(=S)NC2CCCCC2)nc2c1C1(CCCC1)Cc1ccccc1-2	-7	-3	107	0	0	1	-9	0.5	107
Cc1cc(C(=O)NNC(=O)CN2C(=O)NC(C)(c3ccccc3)C2=O)c(C)o1 (stereo unspecified)	3	4	90	0	-2	-11	1	-4.2	101
Cc1ccc(NC(=O)C(OC(=O)c2cnc(C)cn2)c2ccccc2)c([N+](=O)[O-])c1 (stereo unspecified)	3	4	121	0	4	9	-2	-1.3	92
Nc1ccccc1N1C(=O)c2cccc3cccc(c23)C1=O	8	4	94	3	9	17	1	0.5	98
COc1ccc(NC(=O)COC(=O)Cc2c[nH]c3ccccc23)cc1Cl	.	3	112	1	.	2	.	.	106
CC(C)c1ccc(C(C)NC(=O)C2CCCC2)cc1 (stereo unspecified)	9	13	99	3	20	5	2	-0.3	101
CO/N=C/NC(=O)NOCc1ccc(Cl)cc1Cl	7	-2	104	0	10	-2	-2	0.7	106
CCOC(=O)c1c(NC(=O)CSc2nc3ccccc3c(=O)n2-c2ccc(F)cc2)sc(C(C)=O)c1C	-7	1	100	73*	-8	-2	0	2.3	100
CC(=O)Nc1ccc(NC(=O)CSc2nc(C)nc3sc(C)c(C)c23)cc1	7	6	86	1	5	15	-6	-0.1	98
COc1ccc(CNC(=O)CN(C(=O)c2snc(C(N)=O)c2N)c2ccc(F)cc2)cc1	2	5	106	5	-6	2	-5	0.7	104
Cc1ccccc1OCC(=O)Nc1ccccc1N1CCC(C)CC1	0	-4	99	0	3	6	0	-0.4	107
CC(=O)c1ccccc1OC(=O)CCN1C(=O)c2ccccc2C1=O	4	11	103	0	-3	19	-4	2.8	98
Cc1ccc(N2CCN(S(=O)(=O)N3CCCCCC3)CC2)cc1Cl	0	-1	100	2	3	-1	-2	1.0	100
Cc1ccc(NC(=O)NNC(=O)c2ccccc2)cc1	3	-2	102	2	-6	5	1	0.8	110
CCn1c(=O)n(CC(=O)NCc2ccco2)c(=O)c2ccccc21	4	3	95	1	2	1	4	-1.3	94
COc1ccc(C(=O)C(C)OC(=O)c2nc3nccc(C)n3n2)cc1 (stereo unspecified)	2	0	99	2	6	7	.	.	106
O=C(c1ccc(F)cc1)N1CCN(C(=O)c2cccnc2)CC1	1	6	110	2	4	8	-1	0.9	104
Cn1nc(-c2ccc3c(c2)OCCO3)c2ccccc2c1=O	-3	7	93	1	4	-2	1	4.4	94
Cc1cc(=O)[nH]c2nnc(-c3ccc(Br)cc3)n12	.	.	94	0	.	16	.	-3.9	88
O=C(O)CC/C(=N/NC(=O)c1ccc(-c2ccccc2)cc1)c1ccccc1	5	2	81	0	8	3	-2	-0.8	89
C(#Cc1ccccc1)CN1CCCCC1	2	-3	103	0	1	23	0	-1.2	106
Cc1ccc(-c2nnnn2-c2ccccc2C(=O)O)cc1	-3	5	97	5	-7	5	0	0.4	98
